Compound activity as filed in PubChem BioAssay.
Dynein transport: dynein cargo transport inhibition | 3617.4 mouse cells, GR-EGFP nuclear translocation imaging; test concentration mostly 20 µM; stimulated with dexamethasone, 1 µM; active compounds read low | z-score, hits read low | 220,000 compounds, 0.47% hits | AID 1381;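 active = plate z-score of nuclear minus cytoplasmic receptor signal below a set negative limit, without overly bright fluorescence or cell loss, cut at about -3.5 in these data, passing the limit was not always enough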;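 also: z-score of nuclear minus cytoplasmic ring GR-EGFP intensity difference per well; some compounds called inactive have numbers as strong as hits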
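Medium: Induction medium lacking tetracycline, stripped serum | Probe or stimulus: 1.0 µM final dexamethasone stimulus | Schedule: 48 h induction, then 1 h compound, then 30 min agonist, 37 °C | Signal: Automated 10x imaging of fixed Hoechst-stained cells | Evaluation: Per-cell GR-EGFP intensity, nucleus versus surrounding cytoplasmic ring, well-averaged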
WT yeast gro inh: growth inhibition of WT yeast, mitochondrial fusion screen; mitochondrial fusion phenotypic screen, WT strain; inhibition, % at 10 µM; 190,000 compounds, 2.1% hits; in the data active = inhibition above about 58%; tested in S. cerevisiae
Ins promoter up: MIN6 insulin promoter up-regulation | MIN6 insulin promoter-GFP reporter, high-content imaging; active compounds read high | z-score at 5 µM | 190,000 compounds, 0.3% hits | AID 1625;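 active = z-score above 3 at 5 µM with at least 500 cells counted in the well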
CSM14.1 death rescue: protection against thapsigargin-triggered cell killing – 384-well, CSM14.1, ATP luminescence, primary screen (AID 1222); cellular ATP content (survival), % at 20 µM; hits with a dose series show EC50 in µM; 190,000 tested, under 10 active; CSM14.1 thapsigargin-induced death rescue, ATP luminescence; higher % means a stronger effect;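 active = EC50 below 50 µM in the dose-response confirmation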;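 also: death triggered by thapsigargin at about 15 µM added after 2 h compound pretreatment; cell ATP read after overnight thapsigargin exposure of roughly 18 to 22 hours; normalized against plate controls of thapsigargin alone and 5% DMSO vehicle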
bCat nuc transl: beta-catenin nuclear translocation modulation; AID 1665; nuclear translocation activity, % at 5 µM; HeLa beta-catenin nuclear translocation, immunofluorescence imaging; 190,000 compounds, 0.3% hits;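 active = nuclear translocation activity above 50% at 5 µM, with a well cell count of 50 or more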;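 also: per-cell ratio of nuclear to cytoplasmic median beta-catenin stain intensity; plate controls were DMSO negative control for no effect and GSK-3 inhibitor IX positive control for full effect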
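Test system: human HeLa cells, endogenous beta-catenin. Times: 24 h compound exposure, 37°C. Measured by: beta-catenin immunofluorescence imaging with DAPI.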
MT stabilizer: microtubule stabilization, imaging screen. HeLa tubulin immunostaining HCS, 24 h; share of cells brighter than vehicle mean+2SD. AID 2205. % tubulin-high responders, % at 10 µM. 200,000 compounds, 0.83% hits;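 active = plate Z-score above 3 for both tubulin-high and condensed-nucleus cell shares, with cell loss under 80%, at 10 µM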;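 also: anti alpha tubulin signal scored within the nucleus-defined area of each cell; some results filed as inactive read as strong as hits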
XIAP antagonists: XIAP antagonists, biochemical, IAP family, fluorescence polarization (AID 1018) | 200,000 compounds, 0.007% hits | XIAP BIR domain, fluorescence polarization peptide displacement; higher % means a stronger effect | displacement, % at 20 µM; hits with a dose series show IC50 in µM; in the data active = displacement above about 50%; also: a part of the inactive calls stands beside numbers as strong as those of hits
Lipid droplet: modulators of hepatic lipid droplet formation. 240,000 compounds, 0.4% hits. inhibition, % at 6.5 µM. AML12 mouse hepatocytes, oleate lipid droplets, BODIPY imaging;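 active = lipid droplet intensity inhibited by at least 50%, with more than 500 cells counted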
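Material – AML12 mouse liver cells · Also added – oleate loading, 100 µM · Compound dosing – 6.5 µM single-point dosing · Times – overnight treatment with compound plus oleate · Measured by – fluorescence imaging, 20x objective, two fields per well · Read-out – percent inhibition of filter-corrected integrated lipid droplet intensity per well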
Autophagy HCS: autophagy modulation, high-content screen. calls only at 10 µM (by protocol). MEF GFP-LC3 puncta imaging; test concentration mostly 10 µM. 190,000 compounds, 0.98% hits. AID 463193;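 active = percentage of spot-positive cells more than 3 SD above its plate mean, without a fluorescence outlier flag or 80% toxicity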;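 also: spot-positive cell cutoff set from DMSO-treated cells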
WT yeast gro inh mutant strain: recorded beside WT yeast gro inh, whose call it bears; inhibition, %; mitochondrial fusion phenotypic screen, mutant strain inhibition
Dynein transport cytoplasmic EGFP: further read-out of Dynein transport, marked with its call; z-score; measured here: cytoplasmic GR-EGFP intensity; active compounds read high
Dynein transport nuclear GR-EGFP: also measured in Dynein transport; calls as there; z-score; measured here: nuclear GR-EGFP intensity;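 lower value marks the stronger effect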
Dynein transport cell count: further read-out of Dynein transport, marked with its call; z-score; measured here: cell count per field
Ins promoter up cell count: further read-out of Ins promoter up, marked with its call; cell count; measured here: cytotoxicity, nuclei count;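 total cells summed across four imaged fields per well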
Lipid droplet cells 6.5 µM: further read-out of Lipid droplet, marked with its call; cell count; measured here: cell count, cytotoxicity flag;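 cells counted across two imaged fields per well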
bCat nuc transl cell count 5 µM: recorded beside bCat nuc transl, whose call it bears; cell count; measured here: cell count, cytotoxicity flag
MT stabilizer Hoechst-high %: further read-out of MT stabilizer, marked with its call; % Hoechst-high responders; measured here: nuclear condensation Hoechst responders;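 share of cells brighter than vehicle mean plus two SD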
MT stabilizer cytotoxicity %: further read-out of MT stabilizer, marked with its call; toxicity, %; measured here: cytotoxicity by cell density;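 0% = mean cell density of plate MIN control wells and 100% = no cells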
Autophagy HCS cell loss 18 h: also measured in Autophagy HCS; calls as there; toxicity, %; measured here: cell loss, nuclei count;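 cell loss after 18 h compound exposure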
* marks the source's active call; other numbers are inactive results; i = inactive; x = no result given.

SMILES	Dynein transport	Dynein transport cytoplasmic EGFP	Dynein transport nuclear GR-EGFP	Dynein transport cell count	WT yeast gro inh	WT yeast gro inh mutant strain	Ins promoter up	Ins promoter up cell count	CSM14.1 death rescue	bCat nuc transl	bCat nuc transl cell count 5 µM	MT stabilizer	MT stabilizer Hoechst-high %	MT stabilizer cytotoxicity %	XIAP antagonists	Lipid droplet	Lipid droplet cells 6.5 µM	Autophagy HCS	Autophagy HCS cell loss 18 h
FC(F)(F)c1cc(N2CCOCC2)nc(-c2ccccc2)n1	0.085	-0.34	-0.31	0.51	-5	-9	0.17	1526	-0.5%	0.5	1081	1.9	3.4	12	-3.0%	0	642	i	-12
Cn1cc([N+](=O)[O-])c(C(=O)Nc2nccs2)n1	-0.34	0.9	-0.076	-2.2	2	-2	x	x	-1.4%	-1.5	1071	1.6	2.9	1.0	-6.0%	2	717	i	-1
O=C(CN1CCN(c2ccccc2)CC1)Nc1ccccc1C(F)(F)F	-0.27	-0.29	-0.037	-0.22	4	-1	0.59	1326	2.8%	-0.5	1055	2.9	0.8	24	1.8%	-4	789	i	7
O=C(CSCc1c(Cl)cccc1Cl)Nc1ccccc1-c1ccccc1	-0.75	-0.2	0.38	0.37	41	-5	x	x	0.9%	1.1	943	3.7	3.1	8.1	-1.8%	-20	618	i	19
O=C(c1ccco1)N1CCN(C(=O)C2CCN(S(=O)(=O)c3cccs3)CC2)CC1	0.17	-0.17	0.33	-1.5	-5	3	0.42	1519	-0.5%	-2.5	1454	3.3	2.3	5.0	-10%	x	x	i	-18
O=C(c1cn(-c2ccccc2)nc1-c1ccccc1)N1CCOCC1	0.17	-0.28	0.73	-0.21	0	-16	0.98	877	-0.2%	-0.2	1202	2.0	2.5	4.6	-7.0%	x	x	i	-10
CC1(C)C/C(=N\O)C(C(O)c2cccc([N+](=O)[O-])c2)C(C)(C)N1 (stereo not drawn)	0.72	-0.25	0.53	-0.5	x	x	0.09	1032	x	0.6	1325	x	x	x	x	10	687	x	x
O=C(/C=C/c1cccc([N+](=O)[O-])c1)N1CCN(c2ccc(F)cc2)CC1	0.47	-0.23	0.42	-0.47	0	4	0.03	1232	-1.1%	2.6	457	1.8	2.0	7.0	5.8%	-17	692	i	5
O=C(Cc1ccc(Cl)cc1)NCCCn1ccnc1	0.99	-0.22	-0.17	0.13	15	25	0.49	1894	-3.0%	-2.2	1108	0.9	2.9	12	2.4%	4	684	i	4
O=C(COC(=O)Cn1cnc2ccccc21)Nc1ccc2c(c1)C(=O)c1ccccc1C2=O	0.0079	0.23	-0.36	-0.57	10	3	0.86	1251	-1.9%	x	x	3.1	2.8	2.9	2.2%	1	691	i	11
COc1ccc(S(=O)(=O)N2CCCN(S(=O)(=O)c3ccc(OC)c(C)c3)CC2)cc1C	0.83	-0.22	0.15	-1.1	16	3	-0.63	524	1.8%	-0.8	1087	13	1.6	11	-2.9%	-16	702	i	8
COc1ccc(-c2noc(-c3cccnc3)n2)cc1OC	-0.18	0.15	-0.037	0.29	2	-3	-0.15	1517	-1.2%	-4.3	1125	2.4	1.1	2.3	-0.7%	0	703	i	32
COC(=O)C1C(=O)CC(C)(O)C(C(=O)OC)C1c1ccc2c(c1)OCO2 (stereo not drawn)	-0.4	-0.068	0.042	0.45	4	-2	-0.26	1892	-0.7%	1.5	1092	5.5	2.7	5.5	-2.0%	-5	671	i	8
CCn1c(SCC(=O)NCCc2ccccc2)nnc1-c1ccco1	-0.32	-0.21	-0.34	0.76	-19	-2	-0.37	1009	-0.1%	-1.0	1120	1.3	1.5	9.5	-3.6%	x	x	i	0
CC(Sc1nc(-c2ccccc2)cc(C(F)(F)F)n1)C(=O)Nc1sc2c(c1C#N)CCC2 (stereo not drawn)	-0.95	-0.21	-0.6	0.027	3	-9	-0.78	1581	0.7%	0.3	1471	3.3	2.0	8.4	-4.4%	x	x	i	9
CC(C(=O)N1CC2(C)CC1CC(C)(C)C2)N1C(=O)c2ccccc2C1=O (stereo not drawn)	-0.23	-0.14	0.57	0.58	6	3	-0.39	1979	0.8%	-1.1	1074	2.0	2.1	13	-5.5%	-30	623	i	0
CN(C)c1ccnc(NCc2ccccc2)c1C#N	0.34	-0.27	0.023	-0.11	-28	-7	1	1227	1.0%	9.8	435	2.8	1.3	2.5	-6.1%	x	x	i	-4
CCOC(=O)c1c(NC(=O)Cn2nc(C(F)F)cc2C(F)F)sc(C)c1C	-0.16	-0.26	-0.3	0.58	22	27	0.2	967	0.5%	1.1	1038	2.6	2.1	7.6	-7.6%	-8	777	i	-31
CCCc1c(NC(=O)Nc2ccc(F)cc2)cnn1-c1ccccc1	0.27	-0.29	0.074	0.91	x	x	-0.03	1113	x	0.4	1319	x	x	x	x	-11	743	x	x
CC(C)NC(=O)CSc1nnc(-c2ccc(F)cc2)c2ccccc12	0.0038	-0.22	-0.023	-0.52	-9	-9	0.57	1344	-0.6%	-1.8	1069	1.7	1.7	3.7	-5.1%	33	721	i	-3
Cc1cccc(NC(=O)c2cccc(NS(=O)(=O)c3ccc(Cl)cc3)c2)c1	-0.58	-0.25	-0.25	1.3	36	-3	0.35	610	1.7%	-4.0	942	1.5	1.2	5.3	-16%	4	818	i	-3
COc1ccccc1CNC(=O)CSc1ccc(Br)cc1	0.53	-0.21	0.32	-0.56	-12	-17	-0.1	1022	2.1%	1.6	475	2.5	2.9	9.3	0.9%	-23	562	i	0
CC(NC(=O)C(c1ccccc1)c1ccccc1)C(=O)O (stereo not drawn)	0.19	-0.18	0.54	0.2	-11	-39	0.1	1425	1.3%	-0.9	1137	2.9	2.5	6.8	-13%	x	x	i	-6
Cc1ccc(S(=O)(=O)Nc2nc3ccccc3nc2NCC2CCCO2)cc1 (stereo not drawn)	0.29	-0.24	0.056	-0.033	x	x	-0.84	1107	x	0.2	1311	x	x	x	x	-5	707	x	x
COC(CNC(=O)c1cc(Sc2nnc(C)s2)nc2ccccc12)OC	-0.49	-0.25	-0.31	0.97	-7	-9	0.66	1535	4.9%	1.1	1010	3.3	2.4	8.7	-11%	2	657	i	-7
NC(=O)C1(N2CCCCC2)CCN(C2CC(=O)NC2=O)CC1 (stereo not drawn)	-0.027	-0.26	-0.65	2.6	-13	1	x	x	-2.0%	x	x	2.4	1.4	2.0	-6.5%	12	770	i	7
Cc1cc(C(=O)OCC(=O)NC2CCCCC2)c(C)o1	-0.49	-0.22	-0.31	0.82	9	15	x	x	0.1%	x	x	1.4	2.5	7.7	-2.8%	-5	724	i	6
COc1ccc(Cl)cc1NC(=O)CN1C(=O)CCS(=O)(=O)c2ccccc21	-0.81	-0.22	0.045	0.17	-4	-4	-0.13	1186	-1.0%	-5.7	1256	2.6	1.5	4.3	-5.3%	-8	732	i	-11
CC1CCN(Cc2nc(Cl)c3c4c(sc3n2)CCC4)CC1	-2.5	0.1	-1.4	0.94	21	28	-0.17	1027	-3.7%	0.3	1161	2.4	1.6	1.8	-4.8%	-2	695	i	0
Cc1n[nH]c(=S)n1-c1ccccc1	0.58	-0.3	0.045	-0.015	x	x	0.52	1383	x	-1.0	1337	x	x	x	x	-2	742	x	x
COc1ccc(/C=C2\SC(=S)N(CC(=O)Nc3nnc(C)s3)C2=O)cc1	2.2	0.62	2.8	-1.7	1	-17	0.64	1161	-3.7%	-2.2	596	1.6	3.4	11	-4.7%	9	760	i	21
O=C(N/C(=C\c1cccc([N+](=O)[O-])c1)C(=O)N1CCCCC1)c1cccs1	0.19	-0.21	-0.21	0.31	23	24	0.15	1853	-2.4%	0.0	1113	3.6	1.2	3.9	-1.9%	6	653	i	21
COc1ccccc1CNC(=O)c1nn(-c2ccc(C)cc2)c(=O)c2c1c1ccccc1n2C	-0.9	-0.28	-0.34	0.89	-11	-15	-1.6	957	3.1%	-2.2	1138	5.6	1.9	7.0	-0.8%	5	750	i	45
OCCC1CN(Cc2ccc(Oc3ncccn3)cc2)CCN1Cc1ccc(F)c(F)c1 (stereo not drawn)	-0.38	-0.18	0.24	0.16	x	x	0.13	1081	x	1.1	1315	x	x	x	x	-2	763	x	x
CCOC(=O)CNC(=O)C1COc2ccccc2O1 (stereo not drawn)	0.097	-0.18	0.64	-0.99	x	x	0.13	1095	x	0.6	1399	x	x	x	x	14	706	x	x
CC(=O)c1cc(C#N)c(SCc2ccccc2)nc1C	-1.1	-0.021	-0.36	0.39	12	4	x	x	-0.6%	x	x	3.2	1.4	4.1	-0.9%	-7	747	i	-3

Record cards, as listed above. Order of screens: Dynein transport | Dynein transport cytoplasmic EGFP | Dynein transport nuclear GR-EGFP | Dynein transport cell count | WT yeast gro inh | WT yeast gro inh mutant strain | Ins promoter up | Ins promoter up cell count | CSM14.1 death rescue | bCat nuc transl | bCat nuc transl cell count 5 µM | MT stabilizer | MT stabilizer Hoechst-high % | MT stabilizer cytotoxicity % | XIAP antagonists | Lipid droplet | Lipid droplet cells 6.5 µM | Autophagy HCS | Autophagy HCS cell loss 18 h
`CCOC(=O)CNC(=O)C1COc2ccccc2O1` (stereo not drawn) is listed as 0.097 | -0.18 | 0.64 | -0.99 | x | x | 0.13 | 1095 | x | 0.6 | 1399 | x | x | x | x | 14 | 706 | x | x
`CC1CCN(Cc2nc(Cl)c3c4c(sc3n2)CCC4)CC1` is listed as -2.5 | 0.1 | -1.4 | 0.94 | 21 | 28 | -0.17 | 1027 | -3.7% | 0.3 | 1161 | 2.4 | 1.6 | 1.8 | -4.8% | -2 | 695 | i | 0

Rows are unselected. Share with any hit: about 4%.
